# Compound activity (PubChem)
# NCI-60 one-dose screen, 48 h, at 10 µM unless noted. Numbers give growth in % (100 = growth as untreated, 0 = no growth, -100 = all killed).
# U251: U251 CNS tumor cells. actives 5.4% (n = 80,000)
# SF-268: SF-268 CNS cancer cells. AID 1794759. actives 3.1% (n = 82,000)
# OVCAR-8: OVCAR-8 ovarian cancer | actives 4.4% (n = 81,000) | AID 1794782
# DU-145: DU-145 prostate cancer; AID 1794760; actives 4.2% (n = 81,000)
# SNB-19: SNB-19 CNS cancer cells | actives 2.5% (n = 81,000) | AID 1794751
# SF-539: SF-539 CNS cancer. actives 6.8% (n = 81,000). AID 1794752
# SF-295: SF-295 CNS cancer cells; AID 1794758; actives 5.6% (n = 79,000)
# PC-3: PC-3 prostate cancer cells. actives 3.9% (n = 80,000)
# OVCAR-3: OVCAR-3 ovarian cancer | actives 7% (n = 79,000) | AID 1794787
# Active calls of the source: *; . = no result given; & = joins results of further samples. Rule for the calls: active = growth percent below 10; inactive = the rest.
(1) COc1cc(/C(=C2/O[C@@H]([C@H](O)CO)[C@H]3OC(C)(C)O[C@@H]23)c2ccc3c(c2)OCO3)cc(OC)c1OC
(2) Nc1nc(N)c2c(n1)NC(c1ccc(C(F)(F)F)cc1)CC(c1ccc(Nc3nc(NCCO)nc(N4CCOCC4)n3)cc1)=N2 (configuration not stated)
(3) Nc1nc(-c2ccc(Cl)cc2)cc(-c2cc3ccccc3oc2=O)n1
(4) COc1ccc(C(=O)CC#N)cc1
(5) NCC(=O)N/N=C/c1ccc([N+](=O)[O-])o1

Compound	1	2	3	4	5
U251	105.6	45.6	99.4	100.2	94.5
SF-268	110.6	63.6	104.2	106.8	99.9
OVCAR-8	106.4	60.2	106.5	103.2	92.8
DU-145	97.8	79.2	106.4	107.4	107.8
SNB-19	113.6	84.0	94.0	103.4	99.7
SF-539	101.1	75.3	116.6	121.1	114.9
SF-295	108.2	73.2	89.1	131.4	99.3
PC-3	122.6	49.2	97.8	105.3	91.8
OVCAR-3	117.2	61.2	100.0	112.4	107.4

(6) COc1cc2c(c(OC)c1OC)C(=O)CC(c1cccc([N+](=O)[O-])c1)O2 (configuration not stated)
(7) COC(=O)C(Cc1ccccc1)n1cc(COc2nc(Cl)nc(Nc3ccc(N4CCOCC4=O)cc3)n2)nn1 (configuration not stated)
(8) O=C(CCl)Oc1cc(Cl)c(Cl)cc1Cl
(9) CC(=O)COc1ccccc1NC(C)=O
(10) CCOC(=O)C(CC)(CC)C(=O)Cl

Compound	6	7	8	9	10
U251	88.8	96.4	103.7	98.2	93.4
SF-268	97.5	98.4	105.0	106.7	102.5
OVCAR-8	85.9	98.7	107.5	110.2	93.0
DU-145	92.6	109.7	113.1	113.4	109.8
SNB-19	90.8	100.0	109.9	92.6	101.0
SF-539	88.5	97.7	103.5	95.9	94.9
SF-295	100.3	101.9	96.9	101.8	103.0
PC-3	94.5	100.6	93.1	96.3	90.2
OVCAR-3	95.4	107.7	111.3	111.2	105.4

(11) CCOC(=O)c1sc(NC(=O)COc2ccc(/C=C3\CCc4cc(OC)ccc4C3=O)cc2)nc1C
(12) CCN(CC)c1cc(C)c2cc(NC(=O)c3cccc(OC)c3)ccc2n1
(13) CN1CCN(Cc2ccc(NC(=O)c3cc(C#Cc4cnc(N)c5ncccc45)n(C)n3)cc2C(F)(F)F)CC1
(14) OC(CCc1ccccc1)c1ccccc1 (configuration not stated)
(15) N#CC12C(=N)n3c(cc(=O)[nH]c3=O)C1OC13CCCCC1C2(C#N)C(=N)O3 (configuration not stated)

Compound	11	12	13	14	15
U251	91.2	55.0	38.5	104.5	100.8
SF-268	80.1	63.2	102.2	.	97.3
OVCAR-8	90.5	74.8	69.4	102.1	103.2
DU-145	.	92.9	83.9	111.7	111.1
SNB-19	96.1	84.3	102.7	101.9	103.0
SF-539	95.1	77.3	70.5	.	110.4
SF-295	117.6	.	102.4	113.7	113.9
PC-3	79.5	39.5	98.9	96.9	96.2
OVCAR-3	104.8	74.8	119.1	112.5	108.9

# 3 structures out of the list, ordered by molar mass, low to high:
(6) COc1cc2c(c(OC)c1OC)C(=O)CC(c1cccc([N+](=O)[O-])c1)O2 (configuration not stated)
(13) CN1CCN(Cc2ccc(NC(=O)c3cc(C#Cc4cnc(N)c5ncccc45)n(C)n3)cc2C(F)(F)F)CC1
(7) COC(=O)C(Cc1ccccc1)n1cc(COc2nc(Cl)nc(Nc3ccc(N4CCOCC4=O)cc3)n2)nn1 (configuration not stated)

Compound	6	13	7
U251	88.8	38.5	96.4
SF-268	97.5	102.2	98.4
OVCAR-8	85.9	69.4	98.7
DU-145	92.6	83.9	109.7
SNB-19	90.8	102.7	100.0
SF-539	88.5	70.5	97.7
SF-295	100.3	102.4	101.9
PC-3	94.5	98.9	100.6
OVCAR-3	95.4	119.1	107.7

# Remaining list, next part:
(16) CC1=C(Nc2ccc(F)cc2)C(=O)OC1C (configuration not stated)
(17) Cc1ccc(Oc2nc3ccccc3cc2-c2nnc(Cn3c(COc4ccccc4)nc4ccccc43)o2)cc1
(18) O=c1[nH]cc(NS(=O)(=O)O)c(=O)[nH]1
(19) COC(=O)c1c(C#N)c(C#N)c2c([nH]c3ccccc32)c1C(=O)OC
(20) CCOC(=O)c1ccc(NC(=O)Cn2cnc3c(N(CC)CC)ncnc32)cc1

Compound	16	17	18	19	20
U251	70.3	43.0	91.1	102.0	94.7
SF-268	97.4	20.6	12.0	105.5	105.6
OVCAR-8	84.7	25.5	100.2	89.8	98.9
DU-145	109.9	63.5	100.5	107.4	105.5
SNB-19	94.9	52.4	96.9	103.1	98.5
SF-539	103.4	63.3	94.1	99.2	99.8
SF-295	54.1	92.0	103.7	99.5	93.4
PC-3	49.0	46.2	76.9	92.0	101.7
OVCAR-3	49.9	35.7	109.0	114.5	105.3

(21) c1ccc(-c2nc(Nc3nccnn3)c3ccccc3n2)cc1
(22) CCOC(=O)C1C(C(=O)OCC)C(C)(C)C1N(C)C (configuration not stated)
(23) CC(NCCO)c1ccccc1 (configuration not stated)
(24) COC1=CC(c2ccc[nH]2)=N/C1=C\c1[nH]c(C)c(C(=O)CCC(=O)NCCSSCCNC(=O)CC[C@H](NC(=O)c2ccc(NCc3cnc4nc(N)[nH]c(=O)c4n3)cc2)C(=O)O)c1C
(25) CCCCCCCCCCCCCCCCCC[N+](C)(C)CC(=O)[O-]

Compound	21	22	23	24	25
U251	92.9	100.4	102.2	105.1	56.2
SF-268	98.0	113.4	100.5	104.7	61.7
OVCAR-8	95.3	101.3	91.4	97.7	97.5
DU-145	99.5	103.5	106.8	105.8	95.2
SNB-19	93.6	93.8	101.8	86.6	67.8
SF-539	99.1	90.1	94.4	94.7	94.0
SF-295	98.0	98.5	92.1	90.3	37.2
PC-3	101.0	95.9	97.6	86.3	32.2
OVCAR-3	100.3	96.1	100.9	93.8	78.1

(26) Nc1cc(=O)[nH]n1S(=O)(=O)c1ccccc1
(27) O=C1NC(c2ccc(Cl)cc2)N=C2C(c3ccc(Cl)cc3)=NOC12 (configuration not stated)
(28) Cc1cc(C)n2ncnc2n1
(29) COCC[C@H]1CCC/C=C/[C@@H]2C[C@H](O)C[C@H]2[C@H](O)/C=C/C(=O)O1
(30) C=CC[n+]1ccccc1

Compound	26	27	28	29	30
U251	104.5	83.2	101.4	15.5	104.2
SF-268	96.6	95.9	100.8	12.6	96.6
OVCAR-8	106.9	99.0	110.0	5.6*	99.3
DU-145	111.7	109.8	98.7	6.2*	102.6
SNB-19	102.1	94.1	110.2	30.2	.
SF-539	97.6	89.8	99.5	28.3	98.0
SF-295	100.7	101.9	109.8	-2.7*	110.1
PC-3	101.3	99.5	101.0	20.5	101.4
OVCAR-3	113.4	110.2	98.0	-47.8*	99.1

# Full records from above. Values in the order: U251, SF-268, OVCAR-8, DU-145, SNB-19, SF-539, SF-295, PC-3, OVCAR-3
# Cc1cc(C)n2ncnc2n1 across the screens: 101.4, 100.8, 110.0, 98.7, 110.2, 99.5, 109.8, 101.0, 98.0
# COC1=CC(c2ccc[nH]2)=N/C1=C\c1[nH]c(C)c(C(=O)CCC(=O)NCCSSCCNC(=O)CC[C@H](NC(=O)c2ccc(NCc3cnc4nc(N)[nH]c(=O)c4n3)cc2)C(=O)O)c1C across the screens: 105.1, 104.7, 97.7, 105.8, 86.6, 94.7, 90.3, 86.3, 93.8
# O=C(CCl)Oc1cc(Cl)c(Cl)cc1Cl across the screens: 103.7, 105.0, 107.5, 113.1, 109.9, 103.5, 96.9, 93.1, 111.3
# CCCCCCCCCCCCCCCCCC[N+](C)(C)CC(=O)[O-] across the screens: 56.2, 61.7, 97.5, 95.2, 67.8, 94.0, 37.2, 32.2, 78.1
# OC(CCc1ccccc1)c1ccccc1 (configuration not stated) across the screens: 104.5, ., 102.1, 111.7, 101.9, ., 113.7, 96.9, 112.5

# Following part:
(31) COc1ccc(-c2c(-c3nc4ccc(N5CCOCC5)cc4[nH]3)[nH]c(C)c2C(C)=O)cc1
(32) COc1ccc(-c2nc(SCC(=O)Nc3nc(-c4ccc(C)cc4)cs3)[nH]c(=O)c2C#N)cc1
(33) CSc1ccccc1N1C(=O)CSC1=S
(34) OCCCN1CNC(=S)NC1
(35) COc1ccc(C2=NN(c3ccc(Cl)cc3)C(c3c(C)nn(-c4ccccc4)c3Cl)C2)cc1 (configuration not stated)

Compound	31	32	33	34	35
U251	54.3	98.6	98.1	106.6	99.4
SF-268	70.3	98.1	99.7	99.8	92.0
OVCAR-8	50.5	105.3	106.2	107.1	101.9
DU-145	74.6	111.6	109.7	112.3	100.9
SNB-19	39.7	105.8	92.4	116.7	106.7
SF-539	36.9	92.4	.	105.3	110.9
SF-295	35.7	100.4	99.1	.	89.5
PC-3	48.7	91.1	86.4	103.0	87.3
OVCAR-3	46.0	100.7	100.8	110.5	90.2

(36) O=S(=O)(c1ccc(Br)cc1)N(c1cccc(F)c1)C1CCN(Cc2ccc(F)cc2)CC1
(37) CN(C)c1ccc(/C=C2\c3ccccc3-c3ccc(N=Cc4ccccc4)cc32)cc1
(38) O=c1[nH]nnc2cc(Cl)ccc12
(39) CCOC(=O)N1CCc2c(sc3nc(CNc4ccc(OC)cc4)[nH]c(=O)c23)C1
(40) Cc1ccncc1C(=O)O

Compound	36	37	38	39	40
U251	87.4	82.5	93.8&97.3	95.3	97.2
SF-268	103.5	99.0	95.4&100.8	82.0	94.8
OVCAR-8	97.9	94.0	98.2&95.2	93.3	95.5
DU-145	108.6	107.4	113.8&108.2	112.8	101.3
SNB-19	.	109.6	102.6&103.6	93.1	92.9
SF-539	101.0	91.8	106.4&103.6	105.9	94.4
SF-295	101.3	101.8	103.1&102.7	98.4	99.8
PC-3	54.7	54.3	90.7&102.8	85.1	90.1
OVCAR-3	89.5	102.3	122.7&100.4	92.4	101.2

(41) O=C(CSc1nc2ccc([N+](=O)[O-])cc2[nH]1)Nc1ccc(Br)cc1
(42) N=C(N)c1ccc(-c2ccc(-c3ccc(C(=N)N)cc3)o2)cc1
(43) Cc1c(C(=O)C(SC(=S)N(C)C)SC(=S)N(C)C)nnn1-c1ccc([N+](=O)[O-])cc1
(44) CCOC(=O)NC(/C=C/c1ccccc1)NC(=O)OCC
(45) O=C(Oc1ccccc1Cl)c1ccc(Cl)c(Cl)c1

Compound	41	42	43	44	45
U251	36.3	101.5	92.4	94.5	99.9
SF-268	65.5	101.1	106.9	101.3	98.8
OVCAR-8	52.5	98.6	102.5	108.4	106.1
DU-145	62.2	103.0	115.9	109.3	106.0
SNB-19	65.6	111.7	95.5	98.4	102.2
SF-539	70.5	97.2	101.9	98.9	103.9
SF-295	56.5	.	94.6	104.5	106.9
PC-3	44.1	99.4	78.3	96.9	.
OVCAR-3	39.3	121.6	86.3	107.2	100.6

(46) FC(F)(F)c1ccc(-c2cnc(Cl)nc2NC2CCCCCC2)cc1
(47) CCCCCCCCCCCCCCNC1=C(Cl)C(=O)c2ccccc2C1=O
(48) ON=C(Cc1ccccc1)Cc1ccccc1
(49) CC1(C)CC=CC(COC(=O)c2ccccc2C(=O)O)C1 (configuration not stated)
(50) NS(=O)(=O)c1ccc(N=Nc2c(O)n(CC(=O)Nc3ccc(Br)cc3)c3ccccc23)cc1

Compound	46	47	48	49	50
U251	5.2*	99.5	91.2	112.8	91.7
SF-268	39.4	99.7	94.6	111.3	102.6
OVCAR-8	15.2	95.5	99.9	112.4	98.8
DU-145	59.7	109.5	100.1	123.7	89.4
SNB-19	31.2	98.0	93.8	114.8	89.6
SF-539	75.1	94.5	102.1	111.4	68.8
SF-295	-45.6*	114.5	102.7	101.6	82.8
PC-3	1.1*	93.1	98.7	112.3	103.6
OVCAR-3	3.4*	97.9	104.6	117.0	86.6

(51) Cn1ncc2c(Cl)ncnc21
(52) COc1ccc(CCCCC(=O)O)cc1OC
(53) Clc1ccc(SCSc2nc3ccccc3s2)cc1
(54) CC(C)OC(=O)c1ccc2n1CCCc1cnc(NC3CCCCC3)nc1-2
(55) COc1cccc(NC(=O)Nc2ccc(Nc3ncnc4sc(C(=O)NCCCC(=O)NO)c(C)c34)cc2)c1
(56) CC1Cn2c(Cc3ccccc3)nnc2S1 (configuration not stated)

Compound	51	52	53	54	55	56
U251	98.8	104.5	99.3	73.3	92.9	100.1
SF-268	102.9	91.4	103.2	107.6	95.1	101.3&103.0
OVCAR-8	104.9	102.6	104.8	84.8	103.7	105.2&99.8
DU-145	107.9	99.8	106.0	92.6	98.5	103.9&108.4
SNB-19	102.6	108.6	102.5	103.5	97.9	125.9&102.3
SF-539	110.9	97.6	112.5	97.7	98.3	97.6&103.7
SF-295	104.5	100.7	95.6	95.1	102.5	106.7&98.2
PC-3	96.5	106.1	96.7	78.0	98.7	105.0&95.2
OVCAR-3	107.7	111.3	109.4	93.5	99.4	101.5&109.1
